MITF inh = MITF inhibitors, primary screen, biochemical, AlphaScreen, human; Microphthalmia-associated transcription factor (Homo sapiens), O75030; AlphaScreen MITF homodimerization, bead proximity signal; inhibition, % at 2.6 µM; 0.91% of 650,000 active; in the data active = inhibition above about 50%;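 note: 0% = vehicle wells with protein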
TEAD-YAP block = TEAD-YAP interaction inhibition, primary screen, TEAD-YAP interaction inhibitor project, luminescence, HEK-TIYL cells; TEAD-Gal4/YAP UAS-luciferase luminescence; inhibition, % at 9.12 µM; 1.4% of 640,000 active; AID 1259422, 2018; in the data active = inhibition above about 32%;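 note: 0% = median of test compound wells and 100% = reference inhibitor wells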
FBW7 activator = FBW7 E3 ligase activators, primary screen, biochemical, AlphaScreen, human. F-box/WD repeat-containing protein 7 (Homo sapiens), Q969H0. AlphaScreen FBW7–phospho-cyclin E peptide binding, activator screen. normalized activity (activation), % at 26.1 µM. 0.13% of 650,000 active; in the data active = normalized activity above about 1.9%;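 note: purified mutant Fbw7 with reduced substrate affinity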
Target sequence (Q969H0 whole entry, looked up): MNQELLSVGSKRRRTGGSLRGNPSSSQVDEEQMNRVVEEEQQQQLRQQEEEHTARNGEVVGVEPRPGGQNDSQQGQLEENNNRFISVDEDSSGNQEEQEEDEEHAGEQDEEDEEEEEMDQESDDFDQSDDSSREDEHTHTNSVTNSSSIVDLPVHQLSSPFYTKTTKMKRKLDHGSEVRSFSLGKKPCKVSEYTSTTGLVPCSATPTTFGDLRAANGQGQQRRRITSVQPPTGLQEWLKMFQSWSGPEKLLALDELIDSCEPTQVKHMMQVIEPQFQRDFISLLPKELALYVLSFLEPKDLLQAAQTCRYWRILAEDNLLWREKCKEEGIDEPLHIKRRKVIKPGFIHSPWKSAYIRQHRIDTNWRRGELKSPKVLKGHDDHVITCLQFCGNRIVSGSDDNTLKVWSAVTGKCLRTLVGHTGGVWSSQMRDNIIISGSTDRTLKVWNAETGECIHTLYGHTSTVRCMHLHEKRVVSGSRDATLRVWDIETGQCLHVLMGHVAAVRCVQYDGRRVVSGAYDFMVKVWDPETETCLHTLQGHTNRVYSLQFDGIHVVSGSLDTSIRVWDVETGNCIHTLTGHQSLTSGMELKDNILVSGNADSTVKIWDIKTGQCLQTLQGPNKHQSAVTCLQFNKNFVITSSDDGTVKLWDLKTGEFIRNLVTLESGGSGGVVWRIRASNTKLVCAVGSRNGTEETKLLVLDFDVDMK
GPR151 activ = activators of human GPR151, primary screen, cell-based, PathHunter beta-arrestin, luminescence. G-protein coupled receptor 151 (Homo sapiens), Q8TDV0. PathHunter beta-arrestin GPR151 cells. activation, % at 11.2 µM. 1% of 650,000 active; in the data active = activation above about 4.9%;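 note: 0% = median of compound wells and 100% = cells with positive control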
Numbers without * were called inactive; x = no result given. Rows are unselected; overall some 3.5% were active at least once.

The line under a structure holds: MITF inh | GPR151 activ | TEAD-YAP block | FBW7 activator
CCOc1cc(C2C(C(=O)OC)=CN(C3CC3)C=C2C(=O)OC)cc(Br)c1OCC
    -6 | 0.3 | 14 | 0.2
O=C(NCC1CCCO1)c1n[nH]c2ccccc12 (centres undefined)
    4 | -4.7 | -61 | 0.0
CC(=O)N1CC[C@@H](NC(=O)c2cccc(-n3cc(NC(=O)Cc4ccccc4)cn3)c2)C1
    1 | 1.2 | -11 | -0.1
CC1(C)CC(=O)C2=C(C1)NC1=C(C(=O)c3ccccc31)C2c1cccc(OC(=O)c2ccc(Cl)cc2)c1 (centres undefined)
    16 | 0.9 | 7 | 0.9
CNC(=O)c1cc2cccnc2nc1C
    -3 | 1.0 | 3 | -0.2
Cc1cc(C)c2oc(-c3cc(NC(=O)c4cccnc4)ccc3Cl)nc2c1
    -10 | 1.4 | -6 | -0.2
Cc1nc(-c2cccs2)c(CCC(=O)N2CCCC2)s1
    11 | 2.7 | 2 | 0.0
COc1ccc(NC(=O)c2ccccc2C(=O)O)cc1
    1 | -0.7 | -3 | -0.2
C[C@H](NC(=O)N1CCc2nc(COc3ccccc3)c3c(c2C1)CO[C@@H](C)C3)c1ccccc1
    0 | 0.8 | x | 0.0
CCC(=O)Nc1ccc(S(=O)(=O)N2CCN(c3ccc([N+](=O)[O-])cc3)CC2)cc1
    3 | -2.7 | -1 | 0.3
Cc1cc(NCc2cccc(C(F)(F)F)c2)nc(Nc2ccc(OC(F)(F)F)cc2)n1
    -12 | -0.7 | 30 | 0.1
Cc1ccc(NS(=O)(=O)c2ccc3c(c2)n(C)c(=O)n3C)cc1
    8 | -0.9 | -25 | 0.9
CCOn1c(=O)c(-c2ccco2)[n+]([O-])c2ccccc21
    2 | 1.7 | 3 | -0.1
C=CCSc1ncnc2c1sc1nc3c(cc12)COC(C)(C)C3
    11 | -0.5 | -9 | 0.1
CCCCN(CC)C(=O)c1ccc([N+](=O)[O-])c(C)c1
    4 | -0.1 | 6 | 0.0
COC(=O)C(CC(C)C)NC(=O)C(Cc1ccccc1)NC(=O)OC(C)(C)C (centres undefined)
    0 | 1.4 | 9 | -0.1
Cc1ccc(-n2c(C)nnc2SCc2nc(-c3cccs3)no2)cc1
    8 | -0.8 | -9 | -0.1
CCc1ccc(NC(=O)Cc2ccc(NC3=NC4CS(=O)(=O)CC4S3)cc2)cc1 (centres undefined)
    7 | 0.8 | -5 | -0.1
C#CCOc1nc(OCC#C)nc(OCC#C)n1
    4 | 0.1 | 12 | -0.1
O=C(NCc1ccc2c(c1)OCO2)Nc1ccccc1Cl
    0 | 0.3 | -17 | 0.3
Cc1ccccc1Cc1nc2cccnc2n1C1CCN(C(=O)C(=O)c2ccccc2)CC1
    12 | -1.5 | 12 | 0.1
COc1ccc(-c2ccc(=O)n(Cc3cccc(Cl)c3)n2)cc1
    -1 | 2.4 | -4 | -0.1
CCn1c2ccccc2c2cc(NC(=O)COc3ccc(Cl)cc3)ccc21
    9 | -0.3 | 3 | 0.2
Cc1[nH]c(=O)[nH]c(=O)c1NC(=O)CSc1ccc(-c2ccc(Cl)cc2)nn1
    -6 | 2.3 | -11 | -0.1
Cc1ccc2c(CNC3CCCC3)c(C(=O)O)n(C)c2c1
    1 | 3.2 | -12 | 0.0
O=C1NC2(CCN(C(=O)c3cc(-c4ccc(Cl)cc4)on3)CC2)Nc2ccccc21
    15 | 0.8 | 10 | -0.1
CCn1cc(CN2CCOc3ccc(CN4CCCCC4C(=O)OC)cc3C2)c(C)n1 (centres undefined)
    15 | -1.4 | 3 | 0.2
CCCc1ccc(OCC(=O)NNC(=S)Nc2ccccc2)cc1
    14 | -0.1 | 10 | 0.7
Cc1ccc(-c2nc3ncccc3o2)cc1NC(=O)COc1ccc(Cl)cc1Cl
    -7 | -0.8 | 2 | 0.1
O=C(OCc1ccc([N+](=O)[O-])cc1)c1cccc(S(=O)(=O)NCc2ccccc2)c1
    3 | -1.6 | -1 | 0.1
COc1cccc(CN2CCN(Cc3ccccc3C)CC2CCO)c1 (centres undefined)
    5 | 1.1 | 1 | -0.1
Cc1nc2cc(-c3cccc(F)c3)nn2c(C)c1CCC(=O)NC(C)C
    7 | 0.6 | 2 | -0.1
Cc1ccc(CN2CCc3nnc(C(NC(=O)C4CCOC4)C(C)C)n3CC2)cc1C (centres undefined)
    0 | 0.4 | -8 | -0.1
CC(C)CCNC(=O)CSc1nc2ccccc2[nH]1
    -4 | 1.9 | -13 | 0.0
CCC(=O)N1CCc2cc(S(=O)(=O)N3CCN(c4ccccc4Cl)CC3)ccc21
    -10 | -0.2 | -6 | -0.3
O=C(Cn1cnc2sc3c(c2c1=O)CCCC3)NCCCC(=O)N1CCN(Cc2ccc3c(c2)OCO3)CC1
    -22 | -0.9 | 8 | 0.1
N=c1sccn1CC(=O)c1ccc(Br)cc1
    3 | 1.9 | -44 | 0.1
COc1ccc(-c2cc(C(=O)O)c3ccc(OC)cc3n2)cc1
    7 | -0.2 | 0 | 0.0
COc1ccc(CC(=O)c2ccc(C(=O)Cc3ccc(OC)c(OC)c3)cc2)cc1OC
    19 | 1.4 | -6 | 0.1
O=[N+]([O-])c1ccc(O)c(C2Nc3ccccc3C(c3ccccc3)(c3ccccc3)O2)c1 (centres undefined)
    15 | -0.7 | -3 | -0.1
CCN(C(=O)C1[C@H]2C[C@@H]3[C@H](C2)OC(=O)[C@H]13)c1c(C)cc(C)cc1C (some centres undefined)
    19 | -1.2 | -3 | 0.9
O=S1(=O)N=C2CCCCCN2C(c2ccccc2)N1 (centres undefined)
    -2 | -0.7 | 0 | -0.1
COCCNC(=O)c1cn(C[C@H]2CCCN(C(=O)c3conc3C)C2)nn1
    14 | 1.1 | -3 | 0.1
Cc1ccc(NC(=O)C2CC3CCCN3C23C(=O)Nc2ccccc23)cc1 (centres undefined)
    8 | -1.1 | 11 | 0.2
COc1ccc(CNC(=O)c2nn3c(C(F)(F)F)cc(-c4cccs4)nc3c2Cl)cc1
    -12 | -1.3 | 4 | 0.1
CCOc1ccc(C(C(=O)NC(C)(C)C)N(C(=O)c2csnn2)c2ccccc2)cc1 (centres undefined)
    8 | -0.1 | 3 | 0.8
CC(C)(C)NC(=O)CN(Cc1ccccc1)C(=O)CCC(=O)Nc1ccccn1
    0 | -0.2 | -2 | -0.1
O=c1c2sc(=S)n(-c3ccccc3F)c2[nH]c(=S)n1-c1ccc(F)cc1
    34 | -0.3 | -5 | 0.3
Cc1ccc(-c2nc(Nc3ccc(Cl)cc3C)c3ccccc3n2)cc1
    -5 | 1.1 | 5 | 0.0
Cc1ccc(Cl)cc1NC(=O)/C(=C/c1cccc([N+](=O)[O-])c1)NC(=O)C1CCCCC1
    8 | -0.3 | 9 | 0.5
COc1cc2nc(NC(=O)c3cc(=O)c4ccccc4o3)sc2cc1OC
    12 | 3.0 | 3 | 0.5
Cc1ccc(C2CC(C(F)(F)F)n3ncc(C(=O)Nc4cccc(C(F)(F)F)c4)c3N2)cc1 (centres undefined)
    -1 | -0.5 | 6 | 0.0
COc1ccc(CN2CC(C(=O)NC3CCCCCC3)CC2=O)cc1 (centres undefined)
    5 | 0.5 | 2 | 0.1
COc1ccc(-c2cc3c(=O)n(CC(=O)NCCN4CCCCCC4)ncn3n2)cc1
    -7 | 0.2 | -5 | -0.1
COc1cc(-c2cnc3ccc(NCCCO)nn23)cc(OC)c1OC
    -26 | 1.5 | -53 | 0.4
O=C(CCNC(=O)c1ccccc1)Oc1ccc([N+](=O)[O-])cc1
    2 | -0.5 | 10 | -0.1
COc1ccc(-c2nn3c(SCC(=O)Nc4cccc(F)c4)nnc3[nH]c2=O)cc1
    -3 | -0.7 | 9 | -0.1
Cc1ccc(C(=O)CC2(O)C(=O)N(C)c3ccccc32)o1 (centres undefined)
    -9 | -0.2 | -7 | -0.1
O=C(Cn1cnc2sc3c(c2c1=O)CCCC3)NCC(=O)N1CCN(c2cccc(Cl)c2)CC1
    5 | -0.3 | 5 | 0.0
O=C(c1cc2ccccc2oc1=O)N(Cc1ccco1)Cc1ccccc1F
    -9 | -0.3 | -6 | -0.2

Ordered by formula weight (low to high): part of the list above
The line under a structure holds: MITF inh | GPR151 activ | TEAD-YAP block | FBW7 activator
Cc1ccc(C(=O)CC2(O)C(=O)N(C)c3ccccc32)o1 (centres undefined)
    -9 | -0.2 | -7 | -0.1
O=C(CCNC(=O)c1ccccc1)Oc1ccc([N+](=O)[O-])cc1
    2 | -0.5 | 10 | -0.1
COc1ccc(CN2CC(C(=O)NC3CCCCCC3)CC2=O)cc1 (centres undefined)
    5 | 0.5 | 2 | 0.1
Cc1ccc(-c2nc(Nc3ccc(Cl)cc3C)c3ccccc3n2)cc1
    -5 | 1.1 | 5 | 0.0
O=C(c1cc2ccccc2oc1=O)N(Cc1ccco1)Cc1ccccc1F
    -9 | -0.3 | -6 | -0.2
COc1cc2nc(NC(=O)c3cc(=O)c4ccccc4o3)sc2cc1OC
    12 | 3.0 | 3 | 0.5
CC(C)(C)NC(=O)CN(Cc1ccccc1)C(=O)CCC(=O)Nc1ccccn1
    0 | -0.2 | -2 | -0.1
COc1ccc(-c2nn3c(SCC(=O)Nc4cccc(F)c4)nnc3[nH]c2=O)cc1
    -3 | -0.7 | 9 | -0.1
CCOc1ccc(C(C(=O)NC(C)(C)C)N(C(=O)c2csnn2)c2ccccc2)cc1 (centres undefined)
    8 | -0.1 | 3 | 0.8
Cc1ccc(C2CC(C(F)(F)F)n3ncc(C(=O)Nc4cccc(C(F)(F)F)c4)c3N2)cc1 (centres undefined)
    -1 | -0.5 | 6 | 0.0

Next structures
The line under a structure holds: MITF inh | GPR151 activ | TEAD-YAP block | FBW7 activator
Cc1cc(OCc2cccc3ccccc23)no1
    -7 | 1.3 | 2 | 0.0
c1ccc(-c2ccn[nH]2)c(Nc2ccnc(Nc3ccc(N4CCOCC4)cc3)c2)c1
    8 | 0.3 | 38* | -0.6
NS(=O)(=O)c1ccc(NC=C2C(=O)OC3(CCCCC3)OC2=O)cc1
    14 | 0.1 | 0 | 0.0
Cc1ccc2oc(-c3ccc(F)cc3)c(O)c(=O)c2c1
    5 | 1.2 | -12 | 0.1
CCOC(=O)C1CCN(C(=O)C(C)n2ncn3cccc3c2=O)CC1 (centres undefined)
    14 | -0.2 | 1 | 0.0
Cc1cc(C)c(S(=O)(=O)Nc2ccc3oc(C)c(C(=O)OC(C)C)c3c2)c(C)c1
    0 | 1.8 | -11 | 0.1
O=C(Nc1cc2c3c(c1)CCC(=O)N3CCC2)c1ccco1
    4 | -1.0 | 8 | 0.1
O=C(O)C1CN(S(=O)(=O)Cc2ccccc2[N+](=O)[O-])c2cc(Cl)ccc2O1 (centres undefined)
    -4 | 0.9 | 6 | 0.1
COc1ccc(-c2nnc(SCC(=O)Nc3cccc(Cl)c3)nc2-c2ccc(OC)c(OC)c2)cc1OC
    6 | -0.4 | 2 | -0.1
COc1ccc(-c2nc(CSCC(=O)NC(C)c3ccccc3)c(C)o2)cc1 (centres undefined)
    5 | -0.1 | 0 | -0.1
COc1cc(Nc2nc(NC3CCN(Cc4ccccc4)CC3)nc3c2ncn3CCN2CCCC2=O)cc(OC)c1OC
    13 | -0.9 | -10 | 0.0
Cc1cc(NC(=O)CSc2nc3ccsc3c(=O)n2CCCCCC(=O)NCCc2ccccc2)no1
    1 | 2.2 | 9 | -0.1
CC(=O)N1CCc2cc(S(=O)(=O)NCCC(=O)NCc3ccc(C(=O)O)cc3)ccc21
    1 | -0.3 | 1 | 1.1
CCCOc1ccc(NC(=O)C2CC(=O)N(C)C(=Nc3ccc(F)cc3)S2)cc1 (centres undefined)
    10 | 0.4 | -15 | 0.1
COc1ccc([N+](=O)[O-])c2c(CCN3C(=O)c4ccccc4C3=O)c[nH]c12
    17 | 0.9 | -18 | 0.0
Cc1ccc(NC2c3ncccc3C(=O)N2Cc2ccco2)c(C)c1 (centres undefined)
    11 | 0.3 | 13 | -0.3
CCCN(CCC)CCCNC(=O)c1ccc2c(c1)NC(=O)C(CSCc1ccccc1C)N2 (centres undefined)
    -10 | 0.5 | -4 | -0.2
CCCNCc1c(C(=O)O)n(Cc2ccc(C)cc2)c2cc(OC)ccc12
    4 | 1.1 | 13 | -0.2
COc1cc(/C=N\Nc2ccc([N+](=O)[O-])cn2)c(Br)cc1O
    -3 | 2.2 | 8 | 20*
OCCNc1nc(-c2cccc(Cl)c2)nc2ccccc12
    -6 | 1.3 | 30 | 0.0
CN(CCOC(=O)c1cccs1)Cc1ccccc1
    7 | 0.9 | 8 | -0.1

High-throughput results as filed in PubChem BioAssay.
